Pf growth 48h: inhibits P. falciparum growth in the first generation, 48 h | 310,000 compounds, 5.9% hits | P. falciparum luciferase growth in erythrocytes, 48 h | Potency, µM (titrated, usually from 28.7 µM), for inactives: at the highest dose activity change, negative = inhibition, hits mostly inhibitors; note: potency is the fitted concentration of half-maximal effect; % is set by controls: 0 for no effect and ±100 for the full control effect
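Growth was read as firefly luciferase luminescence after a 48 h, 37 C, 5% CO2 exposure of compounds to reporter-bearing P. falciparum cultures (0.1% parasitemia, 2% hematocrit final) in Albumax-supplemented RPMI 1640.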
LmPK inh: blocks Leishmania mexicana pyruvate kinase activity | AID 1721 | Potency, µM (top dose mostly 57.5 µM), without a hit: at the top dose activity change, negative = inhibition, hits mostly inhibitors | purified LmPK, Kinase-Glo ATP luminescence, 1 h | Q27686 | 290,000 compounds, 0.37% hits; note: potency is the fitted concentration of half-maximal effect; % is set by controls: 0 for no effect and ±100 for the full control effect
Target sequence (Q27686 whole entry, looked up): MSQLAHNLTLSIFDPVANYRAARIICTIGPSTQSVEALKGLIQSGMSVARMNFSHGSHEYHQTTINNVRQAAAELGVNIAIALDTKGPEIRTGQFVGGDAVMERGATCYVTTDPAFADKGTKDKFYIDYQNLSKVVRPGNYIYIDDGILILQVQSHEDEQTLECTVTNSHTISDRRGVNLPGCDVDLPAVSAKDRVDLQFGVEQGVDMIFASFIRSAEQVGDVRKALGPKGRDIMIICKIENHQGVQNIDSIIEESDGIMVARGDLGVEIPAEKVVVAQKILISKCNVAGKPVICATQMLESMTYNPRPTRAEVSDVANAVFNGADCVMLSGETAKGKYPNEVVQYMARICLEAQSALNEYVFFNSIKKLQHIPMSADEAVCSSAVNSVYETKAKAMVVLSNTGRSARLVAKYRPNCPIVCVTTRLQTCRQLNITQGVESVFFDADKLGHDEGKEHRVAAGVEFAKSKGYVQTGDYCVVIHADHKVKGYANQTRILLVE
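0.1 nM LmPK, 0.5 mM PEP, 0.1 mM ADP; 50 mM imidazole pH 7.2, 7 mM MgCl2, 50 mM KCl; 1 h RT. Kinase-Glo luminescence readout, normalized to no-enzyme (full inhibition) and uninhibited wells.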
TbPYK inhibitor: T. brucei pyruvate kinase inhibition | Q57TT1 | TbPYK enzyme, Kinase-Glo Plus ATP luminescence, 45 min | Potency, µM (doses to about 76.8 µM), for inactives: top-dose activity, negative = inhibition, hits mostly inhibitors | 410,000 compounds, 0.12% hits; note: potency is the fitted concentration of half-maximal effect; % is set by controls: 0 for no effect and ±100 for the full control effect; nearly all actives have a fitted effect of over 50% in size
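Luminescence from Kinase-Glo Plus, added after a 45-minute room-temperature reaction, served as the end-point read-out. The enzyme and substrate were preincubated with compound before ADP (130 uM final) initiated turnover. Concentration-effect curves came from normalized qHTS data.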
Shiga inhibitor: blocks Shiga toxin action in Vero cells; 290,000 compounds, 9.2% hits; inhibition, % at 38.7 µM; Vero cells, Shiga toxin protein synthesis inhibition reporter; in the data active = inhibition mostly above about 28%, no sharp cut-off; inactive = mostly below about 43%; note: 0% is about no effect
AmpC no deterg: AmpC beta-lactamase inhibition without detergent | AID 485341 | 330,000 compounds, 0.52% hits | AmpC nitrocefin hydrolysis, absorbance 480 nm, 0.0001% Triton | Potency, µM (doses to about 57.1 µM), inactives show at the highest dose activity change, negative = inhibition, hits mostly inhibitors | P00811;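 note: potency is the fitted concentration of half-maximal effect; plate controls were no compound for no effect and no enzyme for full effect; nearly all actives have a fitted effect of over 20% in size; some results filed as inactive show a strong effect at the top dose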
Target sequence (P00811 whole entry, looked up): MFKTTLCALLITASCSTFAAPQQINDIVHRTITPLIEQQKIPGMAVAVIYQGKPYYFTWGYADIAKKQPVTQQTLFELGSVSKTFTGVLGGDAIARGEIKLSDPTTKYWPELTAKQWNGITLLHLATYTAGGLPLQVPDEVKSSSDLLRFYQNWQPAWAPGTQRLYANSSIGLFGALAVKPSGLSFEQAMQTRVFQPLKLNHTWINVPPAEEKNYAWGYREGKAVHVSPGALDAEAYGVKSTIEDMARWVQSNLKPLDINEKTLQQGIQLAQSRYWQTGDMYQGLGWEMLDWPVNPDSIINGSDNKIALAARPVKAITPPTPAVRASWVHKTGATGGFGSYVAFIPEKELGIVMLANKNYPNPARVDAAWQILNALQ
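AmpC (5.3 nM in the dispensed reagent) in 20 mM phosphate pH 7.0 with 0.01% (detergent screen) or 0.0001% Triton X-100 was preincubated with compounds for 15 min at room temperature. Nitrocefin was then added from an 800 uM solution, and hydrolysis was followed at 480 nm.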
CHX counter: counter-screen for Shiga toxin inhibitors: cycloheximide protein synthesis inhibition. 300,000 compounds, 12% hits. max response, %. cell reporter, cycloheximide protein synthesis inhibition counterscreen; in the data active = max response mostly above about 13%, no sharp cut-off; inactive = mostly below about 14%; note: read at 38.3 µM for the half of the compounds with a filed dose; 0% is about no effect
Pf growth 96h: P. falciparum growth inhibition at 96 hours. P. falciparum luciferase reporter growth, 96 h. Potency, µM (titrated, usually from 28.7 µM), for inactives: at the highest dose activity change, negative = inhibition, most hits filed as inhibitors. 320,000 compounds, 6.9% hits. AID 504834; note: potency is the fitted concentration of half-maximal effect; % is set by controls: 0 for no effect and ±100 for the full control effect
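Erythrocytes infected with luciferase-expressing P. falciparum were dispensed at 2% hematocrit and 0.05% parasitemia (final), then incubated with compounds 96 hours at 37 C in 5% CO2. Luminescence after detection reagent addition reported growth.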
The depositor's hits bear a star; ? = inconclusive; / = not tested or not shown; [ ] = another dose, or the depositor's remark. Unless noted, calls come from the whole dose curve; as a rule, active = well fitted curve in the direction sought with a large enough effect; inconclusive = small, poorly fitted or top-dose-only effect, or another doubt; inactive = no such curve, though single readings can be large; an effect the other way counts as inactive or inconclusive.

The line under a structure holds: Pf growth 48h	LmPK inh	TbPYK inhibitor	Shiga inhibitor	AmpC no deterg	CHX counter	Pf growth 96h
- COc1ccc(-c2nc3ccccc3o2)cc1NC(=O)COc1ccc(C(C)(C)C)cc1
 : /	/	0%	31	/	13	/
- O=C(CSc1nncs1)NCCCc1ccccc1
 : 40%	3%	2%	8	-1%	2	-21%
- O=C(CSc1nc2c([nH]c3ccccc32)c(=O)n1-c1ccccc1F)NCC1CCCO1 (stereo not given)
 : ?	0%	1%	-10	-6%	5	?
- CCc1ccc(NC(=O)Cn2c(SC)nc3ccccc32)cc1
 : -26%	3%	8%	-4	3%	-4	/
- CCCCCCCc1c(O)nc(SCCN2CCOCC2)[nH]c1=O
 : 11%	-2%	1%	-9	-19%	2	11%
- Cc1cccc(NC(=O)CSc2nc(N)c(NC(=O)c3cccs3)c(=O)[nH]2)c1C
 : 14%	2%	-2%	-18	-7%	-3	-13%
- CCC1(c2ccc(F)cc2)NC(=O)N(CC(=O)N2CCN(C(=O)c3cccs3)CC2)C1=O (stereo not given)
 : -12%	/	-4%	/	24%	/	-15%
- CCOC(=O)c1c(C)[nH]c(C(=O)Cn2nnc(-c3ccccc3Cl)n2)c1C
 : ?	2%	0%	26	-7%	8	117%[activator]
- CCn1ncc(CN2CCCC(CNC(=O)c3ccc(F)cc3)C2)c1C (stereo not given)
 : -2%	-3%	0%	-3	-20%	-2	15%
- C=CCn1c(O)c(/C=N/NC(=O)CCCC)c(=O)[nH]c1=S
 : 20%	-3%	3%	-5	-19%	-2	29%
- C=CC(=O)NN(C)c1ncc(C(F)(F)F)cc1Cl
 : -23%	-1%	-3%	1	-13%	-2	-3%
- COC(=O)c1[nH]c2ccc(C)cc2c1NC(=O)NC1CCCCC1
 : -23%	4%	-6%	-15	-2%	1	/
- CCOc1ccccc1-n1c(SCC(=O)N2CCCC2)nnc1-c1ccoc1C
 : -4%	1%	3%	19	69%[activator]	-2	?
- CCN(CC)C(=O)c1cn(-c2ccccc2)nc1-c1ccc2c(c1)OCCO2
 : ?	1%	-1%	-1	169%[activator]	-6	24%
- COc1ccc(/C=N/NC(=O)c2cc(C34CC5CC(CC(C5)C3)C4)[nH]n2)cc1O
 : ?	4%	-20%	-1	-20%	7	?
- Cn1cc(C[C@H](C(=O)O)N2C(=O)c3ccc(C(=O)O)cc3C2=O)c2ccccc21
 : ?	/	/	3	-16%	2	?
- COc1ccc(C(=O)NC2(C(F)(F)F)NC(=O)N(CCCc3ccccc3)C2=O)c(OC)c1OC (stereo not given)
 : -20%	5%	0%	-11	62%[activator]	10	?
- CC(OC(=O)CN1C(=O)c2ccccc2C1=O)C(=O)c1ccccc1 (stereo not given)
 : -17%	/	2%	/	-12%	/	13%
- COc1ccc(C2(C(N)=O)CCCCC2)cc1OC
 : 8%	5%	-1%	-18	-1%	0	37%[activator]
- O=C(c1ccc(COc2ccccc2Br)cc1)N1CCCCC1
 : /	2%	-6%	50*	90%[activator]	34*	62%[activator]
- Cc1noc(C)c1S(=O)(=O)N1CCCC1C(=O)O (stereo not given)
 : 43%	0%	1%	3	-12%	-5	-9%
- COc1ccc(C)cc1NC(=O)c1ccc2c(c1)OCO2
 : 59%[activator]	8%	6%	97*	-19%	48*	23%
- COc1cccc(NC(=O)CN(C)C(=O)Cc2cccc3ccccc23)c1
 : ?	/	1%	/	-26%	/	-20%
- Cn1c2ccc(F)cc2c2nnc(SCCN3CCOCC3)nc21
 : 3%	-1%	-1%	-1	-16%	13	8%
- O=c1cc(O)c2sc3nc(-c4cccnc4)cc(C(F)(F)F)c3c2[nH]1
 : 6%	1%	-14%	17	1%	-4	4%
- CC(=O)N1c2ccc(S(=O)(=O)N3CCCC3C(=O)NCc3ccc(Cl)cc3)cc2CC1C (stereo not given)
 : ?	-2%	2%	-4	141%[activator]	-3	35%[activator]
- COc1ccc(N2CCN(C(=O)c3cn(C4CCCC4)c(=O)c4c3c3ccccc3n4C)CC2)cc1
 : /	12%	-6%	-24	84%[activator]	-6	33%[activator]
- CCN1CCc2c(sc(NC(=O)c3ccc(S(=O)(=O)N(C)CC4CCCO4)cc3)c2C(N)=O)C1 (stereo not given)
 : ?	1%	1%	-13	171%[activator]	3	10µM*
- CN(c1ccccc1)S(=O)(=O)c1ccc(C(=O)NCCc2ccccc2)cc1
 : -4%	-3%	10%	50*	-22%	11	5%
- Cc1nc(N2CCN(c3ccccc3)CC2)c2c3c(sc2n1)CCC3
 : ?	-1%	/	31	-3%	-2	?
- NC(CC(=O)O)c1ccc(F)cc1 (stereo not given)
 : 3%	-3%	-5%	-9	-1%	-4	-7%
- Cc1cc(Nc2cnc3ccccc3n2)n(-c2ccccc2)n1
 : ?	-1%	1%	-2	-14%	-1	?
- Cc1cc(C)c2c(n1)nn1c(NCCN3CCOCC3)cc(C)nc21
 : 2%	-3%	/	-11	13%	-2	1%
- COc1ccc(Cn2cc(F)c(=O)n(C)c2=O)cc1[N+](=O)[O-]
 : 9%	1%	2%	14	-19%	3	-10%
- CSc1ccc(CNc2ccccc2)cc1
 : 53%[activator]	0%	/	61*	-35%	29*	3%
- CC(C)CC1CC(C)(c2csc(NNC(=O)c3ccccc3)n2)OC1=O (stereo not given)
 : 13%	-1%	-1%	18	-35%	20	1%
- Cc1cc(C(=O)CSc2nnc(-c3ccccc3)n2C)c(C)n1C
 : -2%	1%	-10%	22	10%	11	-1%
- CCOc1ccc(C(=O)NC(=S)Nc2cccnc2)cc1[N+](=O)[O-]
 : -49%	2%	-26%	56	-13%	24	?
- O=C1OC(c2ccc(O)c(S(=O)(=O)O)c2)(c2ccc(O)c(S(=O)(=O)O)c2)c2c(Br)c(Br)c(Br)c(Br)c21
 : 11%	/	-1%	-15	/	7	7%
- COc1cc(/C=C/C(=O)OCC(=O)NC(=O)NC(C)C)cc(S(=O)(=O)N2CCc3ccccc32)c1OC
 : -18%	1%	0%	-2	-16%	9	-23%
- Cn1nccc1C(=O)NC1CCCc2c1cnn2-c1ccc(F)cc1F (stereo not given)
 : 0%	-4%	-4%	10	1%	-1	0%
- Cc1ccc(C)c(S(=O)(=O)N2CCN(Cc3ccc(O)c4ncccc34)CC2)c1
 : -12%	6%	15%	-6	-7%	-3	4.1µM*
- COc1ccc(CNCc2cc3c(C(C)(C)C)nn(-c4ccccc4)c3[nH]c2=O)cc1
 : 0.83µM*	3%	1%	35	-21%	4	/
- CCOC(=O)c1ccc(NC(=O)CSc2nnc(CNC(=O)c3ccccc3F)o2)cc1
 : 5%	1%	7%	-27	-8%	5	36%[activator]
- O=C(CN1C(=O)NC2(CCCCC2)C1=O)Nc1ccc2[nH]c(=O)[nH]c2c1
 : 0%	/	-4%	/	-8%	/	20%
- CCC(C)(C(=O)NC1CCCC1)N(Cc1cccs1)C(=O)Cc1cccs1 (stereo not given)
 : ?	2%	4%	2	56%	-3	138%[activator]
- Cc1nn(C)c(C)c1CCC(=O)N1CCCC(Nc2ccc(C(C)C)cc2)C1 (stereo not given)
 : -21%	4%	-8%	-9	107%[activator]	-4	6%
- O=C(CSc1nnc2ccccn12)NNC(=O)c1ccc(F)cc1
 : 17%	-3%	-2%	-12	-4%	1	14%
- O=C(N/N=C/c1ccncc1)c1nn(Cc2ccccc2)c(=O)c2ccccc12
 : -26%	3%	-3%	12	29%	6	?
- COc1ccc(OC)c(Nc2nc(-c3ccncc3)nc3ccccc23)c1
 : 1.9µM*	6%	-12%	-9	18%	-3	1.9µM*

(list continues)
The line under a structure holds: Pf growth 48h	LmPK inh	TbPYK inhibitor	Shiga inhibitor	AmpC no deterg	CHX counter	Pf growth 96h
- Cc1ccc(-n2[nH]c(C)c(C=NC34CN5CN(CN(C5)C3)C4)c2=O)cc1C
 : 34%[activator]	-3%	-6%	8	/	19	3%
- CCOc1ccc(-c2cc(C(=O)NCC3CCCO3)c3ccccc3n2)cc1 (stereo not given)
 : 31%[activator]	3%	1%	65*	45%	24*	36%[activator]
- O=C(Nc1ccc2nsnc2c1)c1cccs1
 : 45%[activator]	-11%	-2%	20	-14%	30*	13%
- N#Cc1c(C(F)(F)F)cc(-c2ccco2)nc1SCc1ccccn1
 : ?	11%	3%	20	/	12	/
- O=C1CN(c2ccc(F)cc2)C(=S)N1c1ccccc1
 : 4%	-3%	-6%	2	-27%	-7	44%[activator]
- CN1CCC(C2(O)c3ccccc3CCc3ccccc32)CC1
 : 40%[activator]	-1%	10%	58*	-16%	34*	-9%
- CS(=O)(=O)N1CCCC(C(=O)Nc2ccc(F)cc2)C1 (stereo not given)
 : ?	1%	-1%	0	-4%	2	?
- O=C(Nc1nc2ccccc2[nH]1)c1cc(F)cc(F)c1
 : -33%	-4%	0%	67*	-3%	67*	-5%
- O=C(CN1CCCC1)NCc1ccccc1
 : -162%	-4%	-1%	-10	-18%	5	13µM*
- COc1cccc(CC2(CO)CCCN(Cc3ccc(CN4CCCCC4)s3)C2)c1 (stereo not given)
 : ?	5%	3%	-5	3%	-1	?
- O=C1OCCC1Sc1nnc(-c2ccccc2Cl)n1Cc1ccccc1 (stereo not given)
 : 12%	1%	-8%	-13	-45%	4	29%
- Cc1ccc(-n2c(SCC(=O)N3CCN(c4ccccn4)CC3)nnc2N2CCCC2)cc1
 : 9.3µM*	/	-7%	/	166%[activator]	/	8.3µM*
- O=C(Nc1ccccc1N1CCCCC1)c1ccc(F)c(S(=O)(=O)N2CCOCC2)c1
 : 13µM*	/	2%	/	-13%	/	?
- CCCc1ccc(-c2cc(NC(=O)CSc3nnc(N)s3)n(-c3ccccc3)n2)cc1
 : 23%	-7%	1%	99*	-24%	43*	39%[activator]
- NS(=O)(=O)c1ccc(NC(=S)Nc2ccc(S(=O)(=O)N3CCCC3)cc2)cc1
 : 11%	9%	1%	-13	-24%	12	19%
- O=C(NCCCN1CCOCC1)c1ccc(CSc2ccc(Cl)cc2)cc1
 : ?	2%	-7%	-7	216%[activator]	-1	?
- CCOC(=O)N1CCN(C(=O)c2ccc3c(=O)n(-c4cc(OC)ccc4OC)c(=S)[nH]c3c2)CC1
 : 11%	-8%	1%	-23	0%	-6	?
- O=S(=O)(NCc1cn2ccsc2n1)c1ccc2c(c1)OCCO2
 : 2%	-2%	-1%	-2	-19%	-1	-18%
- O=C(Nc1cccc(Cl)c1)c1ccc2ncsc2c1
 : 56%[activator]	2%	5%	90*	-19%	44*	92%[activator]
- O=C(c1cc(=O)[nH]c2ccccc12)N(Cc1nnc(-c2ccccc2Cl)o1)C1CC1
 : ?	/	-4%	/	-5%	/	?
- Cc1csc(SCC(=O)N2CCN(S(=O)(=O)c3ccccc3)CC2)n1
 : -8%	-7%	1%	-8	9%	-3	-18%

Fetched one by one from the list above, two records:
The line under a structure holds: Pf growth 48h	LmPK inh	TbPYK inhibitor	Shiga inhibitor	AmpC no deterg	CHX counter	Pf growth 96h
- O=C(c1cc(=O)[nH]c2ccccc12)N(Cc1nnc(-c2ccccc2Cl)o1)C1CC1
 : ?	/	-4%	/	-5%	/	?
- NS(=O)(=O)c1ccc(NC(=S)Nc2ccc(S(=O)(=O)N3CCCC3)cc2)cc1
 : 11%	9%	1%	-13	-24%	12	19%

Screening results deposited in PubChem BioAssay by National Center for Advancing Translational Sciences (NCATS).
